MKP-3 inhibition: MKP-3 phosphatase inhibitors, primary screen, biochemical, rat enzyme, in vitro (AID 425). inhibition, % at 20 µM, or IC50 in µM where a hit was titrated. 0.17% of 110,000 active. recombinant MKP-3 phosphatase activity, fluorescence; higher % means a stronger effect; in the data active = inhibition above about 50%;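 note: plate controls were vehicle for no effect and reference inhibitor for full effect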
Hsp70 inhibitors: Hsp70 inhibitors, probe displacement, primary screen, biochemical, fluorescence polarization (AID 583) | Hsp70 fluorescence polarization probe displacement, mP; higher % means a stronger effect | displacement, % at 20 µM; hits with a dose series show IC50 in µM | 0.06% of 140,000 active; in the data active = displacement above about 50%;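 note: plate controls were vehicle for no effect and reference ligand for full effect; a part of the inactive calls stands beside numbers as strong as those of hits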
The depositor's hits bear a star; x = no result given; & = joins results of further samples.

structure	MKP-3 inhibition	Hsp70 inhibitors
CCCC(C)C(=O)NCc1ccc2c(c1)OCO2 (configuration not stated)	x	-4.9%
Cc1ncc2c(c1OC(=O)c1ccccc1)COC(C)(C)OC2	-2.1%	x
CCOC(=O)c1ccc(S(=O)(=O)n2c(CN3CCCCC3)nc3ccccc32)cc1	-10.7%	-0.4%
O=C(CSc1nc2sc3c(c2c(=O)[nH]1)CCCC3)N1CCN(CCO)CC1	-0.9%	-2.7%
CC1CC(C)CN(C(=O)CSC2=Nc3ccccc3C3=NC(Cc4c[nH]c5ccccc45)C(=O)N23)C1 (configuration not stated)	x	0.2%
O=C(NCCN1CCN(S(=O)(=O)c2ccccc2)CC1)C(=O)Nc1ccc(Br)cc1	2.7%	x
C=C(C)c1cccc(C(C)(C)NC(=O)Nc2ccc(C(N)=O)cc2)c1	4.9%	5.2%
CCN(CC)CCOC(=O)c1c(C)n(C)c2ccc(OC)cc12	-7.5%	4.6%
COc1ccc(NC(=O)c2cc(NC(=O)c3ccccc3)cc(C(=O)Nc3ccc(OC)cc3)c2)cc1	5.2%	-0.6%
COc1ccc(Cl)cc1NC(=O)COc1cc(C)c(Cl)c(C)c1	1.3%	2.8%
C=CCn1c(SCC(=O)Nc2cc3oc4ccccc4c3cc2OC)nnc1-c1cnccn1	0.4%	-2.7%
COc1ccc(CC(=O)Nc2ccc(NC(=O)c3ccc(Cl)cc3Cl)cc2)cc1OC	-1.5%	4.2%
O=C1C2C3C=CC(C3)C2C(=O)N1/N=C/c1cc(Br)c(O)cc1O (configuration not stated)	-1.3%	-1.7%
CCOC(=O)c1ccc(S(=O)(=O)N2CCC(C(=O)OCC)CC2)cc1	3.8%	2.9%
Cc1sc(NC(=O)Nc2ccccc2)nc1-c1ccccc1	0.6%	-0.2%
O=S(=O)(c1ccc(S(=O)(=O)N2CCN(Cc3ccccc3)CC2)cc1)N1CCOCC1	-9.5%	-2.1%
Cn1c(=O)c2c(nc(Br)n2Cc2ccc3ccccc3c2)n(C)c1=O	-4.4%	-0.6%
COC(=O)CCC(=O)Nc1c(C)cc(C)cc1C	-1.9%	6.6%
CCN(CC)C(=O)C1=C(C)NC(=S)NC1c1cn(-c2ccccc2)nc1-c1ccc(Cl)cc1 (configuration not stated)	x	6.5%
Cc1ccc(C(=O)CC2(O)C(=O)Nc3ccc(Br)cc32)cc1 (configuration not stated)	-3.6%	1.6%
Cc1ccc(/C=C/C(=O)Nc2ccc(S(N)(=O)=O)cc2)cc1	2.4%	0.7%
Cc1ccc(-n2ncc3c(Nc4c(C)n(C)n(-c5ccccc5)c4=O)ncnc32)c(C)c1	-6.2%	-7.5%
N#CC(C(N)=O)C(SCc1ccccc1)c1ccc(Br)cc1 (configuration not stated)	13.3%	-3.0%
Cc1c(C(=O)O)c2cc(O)ccc2n1-c1ccccc1	0.5%	2.3%
COCCCn1c(=N)c(C(=O)NCc2ccc3c(c2)OCO3)cc2c(=O)n3ccccc3nc21	-4.7%	4.6%
COCCOC(=O)C1=C(C)NC(=O)NC1c1cccc(OCc2ccccc2)c1 (configuration not stated)	2.5%	3.1%
COc1ccc(CC(=O)O/N=C(\N)c2ccc([N+](=O)[O-])cc2)cc1OC	3.9%	4.9%
CCOC(=O)N1CCN(C(c2ccc(Cl)cc2)c2sc3nc(C)nn3c2O)CC1 (configuration not stated)	-1.1%	0.0%
CCCOc1cccc(C(=O)Nc2ccc(C)cc2[N+](=O)[O-])c1	1.3%	x
COc1ccc(NC(=O)CSc2nnc(C3CC3)n2-c2ccccc2)cc1	x	1.5%
CCCC1CCc2c(sc(NC(=O)Cc3ccccc3)c2C(N)=O)C1 (configuration not stated)	4.4%	1.9%
O=C1NC(=S)N/C1=C\c1ccccc1OCc1ccc([N+](=O)[O-])cc1	0.1%	-6.9%
COc1ccc(C=O)cc1OCc1ccccc1	1.6%	0.1%
COCC(=O)Nc1nnc(-c2cccs2)s1	9.0%	-0.5%
O=C1N=C(N2CCOCC2)CS1	-6.1%	0.2%
O=C(NCCCn1ccnc1)c1ccc2c(c1)OCCO2	-3.9%	-0.9%
Cc1ccccc1CSCCNC(=O)c1ccc(Cl)c(S(=O)(=O)N2CCOCC2)c1	x	0.5%
COc1ccc(C(=O)N2CCSC2=S)cc1OC	-8.5%	1.1%
CSc1nsc(SCC(=O)Nc2ccc(C(C)=O)cc2)n1	x	-3.4%
O=C(CNS(=O)(=O)c1cccs1)Nc1ccc2c(c1)OCCO2	-0.6%	2.6%
CC(Oc1ccccc1)C(=O)Nc1ccc(S(=O)(=O)N2CCOCC2)cc1 (configuration not stated)	-4.6%	-1.6%
COc1cc(C=C2C(=O)N(C)C(=O)N(C)C2=O)ccc1OCc1ccccc1Cl	-4.6%	-3.3%
Cc1ccc2cc(CN(CCN3CCCC3)C(=O)Nc3ccc(F)cc3)c(=O)[nH]c2c1C	3.0%	2.0%
Cc1ccc(S(=O)(=O)CCC(=O)O)cc1C	x	1.9%
Nc1ccc2nc(SCc3ccc(F)cc3)sc2c1	4.3%	-4.8%
Cc1ccccc1N(CC(=O)Nc1ccc(Cl)c(Cl)c1)S(C)(=O)=O	3.8%	-0.7%
COCC(=O)NCc1ccc2c(c1)cc(C)n2C	x	0.2%
c1ccc(C2=Nn3c(nnc3-c3cc(-c4ccccc4)n[nH]3)SC2)cc1	10.4%	-1.8%
Cc1ccc(OC(C)C(=O)O)cc1C (configuration not stated)	x	-2.4%
CC(C)CCC(C(N)=O)C1=NC(C)(C)Cc2ccccc21 (configuration not stated)	0.2%	-0.2%
Cc1nc2c(sc3nc4c(cc32)COC(C)(C)C4)c(=O)n1Cc1ccccc1	x	0.7%
Cc1cc(C)c(C(N)=O)c(Nc2cccc(Cl)c2)n1	-4.1%	-2.4%&-4.2%
COc1ccc(S(N)(=O)=O)cc1C(=O)NCC1(N2CCCCC2)CCCCC1	-9.2%	-3.6%
Cc1ccc2cc3cc(C(=O)NCCCN4CCCCCC4)oc3nc2c1	-6.3%	-3.1%
CC(C)C(c1nnnn1C1CCCC1)N1CCCCC1 (configuration not stated)	x	-0.3%
COC(=O)C(C)Sc1nc2c(c(-c3ccc(OC)cc3)c1C#N)-c1ccccc1C2=O (configuration not stated)	x	4.5%
O=C(NC1CCCC1)c1cnn2c(C(F)(F)F)cc(-c3ccco3)nc12	-0.3%	-1.6%
CCOc1ccc(N2C(=O)CC(Sc3ccccc3C(=O)O)C2=O)cc1 (configuration not stated)	0.2%	2.0%
CCn1c(=N)c(C(=O)OC)cc2c(=O)n3ccccc3nc21	-14.0%	-0.4%
Cc1cccn2c(=O)c(/C=C(\C#N)S(=O)(=O)c3ccccc3)c(N3CCC(C(N)=O)CC3)nc12	x	0.7%

Single records, from the list above.
Shown for O=C(NC1CCCC1)c1cnn2c(C(F)(F)F)cc(-c3ccco3)nc12 : MKP-3 inhibition = -0.3%; Hsp70 inhibitors = -1.6%
Shown for CC(C)CCC(C(N)=O)C1=NC(C)(C)Cc2ccccc21 (configuration not stated) : MKP-3 inhibition = 0.2%; Hsp70 inhibitors = -0.2%

The list continues:
structure	MKP-3 inhibition	Hsp70 inhibitors
Cc1nc(SCC(=O)Nc2cccc(Cl)c2)n[nH]1	-2.6%	7.2%
CN1CCN(Cc2nc3c(c(=O)n(C)c(=O)n3C)n2Cc2ccccc2Cl)CC1	-1.3%	x
COc1ccc(-n2nnnc2SCc2nc(N)nc(N3CCOCC3)n2)cc1	x	0.9%
CC(=O)c1cccc(NC(=O)COc2ccc(S(=O)(=O)N3CCCCC3)cc2)c1	10.0%	6.7%
CS(=O)(=O)N(CC(=O)Nc1cccc(Br)c1)c1ccc(Cl)cc1	-2.1%	2.0%
CCN1CCN(C(c2cccs2)C(C)NC(=O)c2ccccc2F)CC1 (configuration not stated)	-1.2%	0.3%
Clc1cccc(-c2nc3nc4ccccc4nc3n2Cc2ccco2)c1	-1.1%	11.3%
CCCCCOC(=O)C1C2C=CC3(CN(c4ccccc4C)C(=O)C13)O2 (configuration not stated)	3.8%	3.2%
COc1cc(C2NC(=S)NC(C)=C2C(=O)Nc2ccccc2)ccc1O (configuration not stated)	1.2%	-0.5%
Cc1ccc(-n2nc(C)c3c2OC(N)=C(C#N)C3c2cccs2)cc1 (configuration not stated)	-3.9%	8.6%
Cn1cc(/C=N/n2cnc3sc4c(c3c2=O)CCCC4)c2ccccc21	-9.2%	7.1%
CN(C)c1ccc(P(=O)(OCc2ccccc2)C(O)c2ccncc2)cc1 (configuration not stated)	-15.5%	3.3%
CN1CCC(OC(=O)c2cccc(Br)c2)CC1	x	4.0%
CSc1cccc(NC(=O)C(C)Sc2ccc(C)cc2)c1 (configuration not stated)	x	-1.1%
COc1ccc(S(=O)(=O)Nc2c3ccccc3nc(=O)n2-c2ccccc2)cc1	x	-5.9%
O=S1(=O)N=C(Oc2ccccc2)c2ccccc21	-8.1%	-2.9%
O=C(CSc1nc2ccccc2s1)N=Nc1c(O)n(CN2CCCC2)c2ccccc12	5.6%	2.7%
O=[N+]([O-])c1ccccc1S(=O)(=O)NCCc1ccccc1	3.6%	-0.2%
CC1=CC(C)(C)N(C(=O)CN2C(=O)c3ccccc3C2=O)c2cc(C)ccc21	0.4%	0.9%
CCOC(=O)CCc1c(C)c2ccc(OC(C)C(=O)OCC)c(C)c2oc1=O (configuration not stated)	-6.6%	5.9%
CC(/C=N/n1cnnc1)=C\c1ccco1	-16.4%	4.7%
CN(C)/C=C(\C(=O)c1ccc(Cl)cc1)c1nnnn1-c1ccc(Cl)cc1	x	5.0%
CN(C)c1cccc(C(=O)Nc2cc(Cl)ccc2Cl)c1	1.9%	3.7%
O=C(CSc1ncccc1-c1nc2ccccc2[nH]1)NCc1ccco1	-5.0%	4.2%

Single entries from above.
In Hsp70 inhibitors, `CN1CCC(OC(=O)c2cccc(Br)c2)CC1` is listed with 4.0%
In Hsp70 inhibitors, `CCCCCOC(=O)C1C2C=CC3(CN(c4ccccc4C)C(=O)C13)O2` (configuration not stated) is listed with 3.2%

Additional compounds.
structure	MKP-3 inhibition	Hsp70 inhibitors
Cc1ccc(OCCCC(=O)N2CCOCC2)c(C)c1	-8.0%	x
NS(=O)(=O)c1ccc(NC(=O)Nc2cccc(Cl)c2)cc1	-0.9%	1.4%
CC(=O)Nc1cc(C23CC4CC(CC(C4)C2)C3)ccc1C	3.2%	-4.1%
O=C(Cc1ccc(Cl)cc1)NNC(=O)c1cccnc1	2.3%	1.9%
Cc1c(C(=O)Nc2ccc(I)cc2Cl)oc2ccccc12	1.5%	x
CCCCN(CCCC)C(=O)c1nsnc1-c1ccccc1O	x	-1.2%
O=C(NCc1ccccc1)C1CCCN1S(=O)(=O)c1cccc2cccnc12 (configuration not stated)	-10.8%	-2.4%
CCOC(=O)CN1C2=NCCN2c2ccccc21	-5.1%	1.9%
CCOC(=O)c1ccc(NC(=O)CN2C(=O)/C(=C/c3ccc(C)cc3)SC2=S)cc1	0.1%	-2.2%
COc1ccc2nc3oc(C(=O)Nc4ccc(OC)c(OC)c4)cc3cc2c1	x	-11.6%
CCOC(=O)/C=C/CSc1nc2sc3c(c2c(=O)[nH]1)CCCC3	3.4%	0.6%
CCC(=O)Nc1cccc(NC(=O)CSc2nnnn2C2CCCC2)c1	-0.5%	-3.0%
CCSc1nnc(N2C(=O)CC(c3ccsc3)C3=C2CC(C)(C)CC3=O)s1 (configuration not stated)	-5.0%	-2.3%
COc1cc(Cl)ccc1NC(=O)c1cnn2c(C(F)(F)F)cc(-c3ccco3)nc12	7.7%	-0.1%
O=S(=O)(c1ccc2c(c1)OCCO2)N1CCCCC1	-6.3%	0.0%
CCCc1cc(=O)oc2cc(C)cc(OCC(=O)O)c12	0.4%	0.6%
CC(Sc1ccc2c(c1)OCCO2)C(=O)Nc1ncc(Cl)cc1Cl (configuration not stated)	x	2.6%
COc1cccc(N(CC(=O)Nc2cccc(N(C)S(C)(=O)=O)c2)S(C)(=O)=O)c1	4.0%	4.4%
O=C(CN1CCN(CCN2C(=O)c3cccc4cccc(c34)C2=O)CC1)c1ccc(F)cc1	0.9%&0.4%	-4.8%&7.4%
COc1ccc(OC)c(NC(=O)CCN2CCCCC2)c1	1.4%	0.5%
CCc1cc2c(=O)n(-c3ccccc3)c(SCC(=O)c3ccc(OC)cc3)nc2s1	4.6%	5.7%
COc1ccc(CCNS(=O)(=O)c2ccc(Cl)s2)cc1OC	x	-1.3%
O=C(NCCCN1CCc2ccccc2C1)C1CCN(c2nnc(-n3cccc3)s2)CC1	-8.9%	x
Cc1ccccc1C(=O)Nc1c(C(=O)N2CCN(C)CC2)cnn1-c1ccccc1	1.9%	-1.1%
O=C(CSc1nnc(-c2ccccc2)n1Cc1ccccc1)N1CCCC1	-12.0%	-2.8%
Cc1ccc(S(=O)(=O)Cn2nnnc2C(C(C)C)N2CCN(Cc3ccco3)CC2)cc1 (configuration not stated)	-0.1%	-1.7%
COc1ccc(N(CC(=O)NC23CC4CC(CC(C4)C2)C3)S(=O)(=O)c2ccccc2)cc1	-1.7%	11.1%

Some of the entries so far, with values ahead of the structure.
MKP-3 inhibition	Hsp70 inhibitors	canonical_smiles
3.8%	2.9%	CCOC(=O)c1ccc(S(=O)(=O)N2CCC(C(=O)OCC)CC2)cc1
-4.6%	-3.3%	COc1cc(C=C2C(=O)N(C)C(=O)N(C)C2=O)ccc1OCc1ccccc1Cl
-0.9%	1.4%	NS(=O)(=O)c1ccc(NC(=O)Nc2cccc(Cl)c2)cc1

Source: PubChem BioAssay (Sanford-Burnham Center for Chemical Genomics)

Not all compounds are listed; the hit share may differ from the screen's.
